Mito fusion act = blocks mitochondrial division or promotes mitochondrial fusion | S. cerevisiae fusion-defective mutant growth rescue, CellTiterGlo 48 h | Potency, µM (titrated, usually from 46.1 µM), inactives show at the top dose growth rescue (activation), hits mostly activators | 320,000 tested, 0.23% active | AID 485298;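 also: potency is read from the fitted curve at half-maximal effect; % of control where 0% means no effect; nearly all actives have a fitted effect of over 45% in size; temperature-sensitive fusion mutants such as fzo1-1 at 37 °C on non-fermentable ethanol glycerol medium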
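Read-out: ATP-based luminescence (CellTiterGlo, 10 min ambient) reporting growth of fusion-defective ts yeast after 48 hours at 37C on glycerol/ethanol YPEG medium in the presence of compound.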
Integrin act MD = integrin-mediated muscular dystrophy alleviation activation | 350,000 tested, 0.064% active | Potency, µM (top dose mostly 38.3 µM), for inactives: at the highest dose activation, actives largely listed as activators | alpha7betagal myoblasts, beta-gal FDG fluorescence, 48 h | AID 624291;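 also: potency is read from the fitted curve at half-maximal effect; 100% = response of the positive control SU9516; nearly all actives have a fitted effect of over 60% in size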
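Alpha7betagal+/- myoblasts (passage 13) were plated 16-24 hr, then exposed to compounds (1:260 dilution of DMSO stock) for 48 hours at 37C. After MPER lysis, β-galactosidase reporter activity was read as FDG fluorescence (ex 480/em 540) after 30 minutes.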
PTAP TSG101 blk = blocks PTAP/TSG101 interaction to inhibit HIV-1 budding; Fluorescence polarization, FITC-PTAP peptide / Tsg101 binding; Potency, µM (doses to about 115 µM), for inactives: top-dose activity change, negative = inhibition, usual class: inhibitors; 340,000 tested, under 10 active; AID 493005; active = well fitted inhibition curve with a large enough effect in the main read-out, with a control signal flat, not every such curve was filed as active; inconclusive = small, poorly fitted or top-dose-only effect, or effect the other way, or a change in a side signal; inactive = no such curve, though single readings can be large or run the other way; also: potency is read from the fitted curve at half-maximal effect; % of control where 0% means no effect
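Steps: Tsg101 binding domain dispensed (10 uM final), compounds pinned in DMSO, FITC-labeled PTAP-motif peptide added (50 nM final); after 20 min binding at room temperature, polarization measured.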
Chronic BCR inh = inhibitors of chronic active B-cell receptor signaling; AID 493014; ABC-DLBCL IkBa-CBG/CBR reporter, luminescence ratio, 4 h; 340,000 tested, 0.05% active; Potency, µM (top dose mostly 46.1 µM), inactives show at the highest dose ratio change, negative = lower green/red ratio, hits mostly inhibitors; active = well fitted inhibition curve with a large enough effect in the signal ratio, with a control signal flat, not every such curve was filed as active; inconclusive = small, poorly fitted or top-dose-only effect, or effect the other way, or a change in a side signal; the % refers to the signal ratio;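 also: potency is read from the fitted curve at half-maximal effect; plate controls were basal doxycycline-induced cells for no effect and cells given 10 µM MG132 for full effect; MG132 reads +100%, hits lower the ratio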
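Doxycycline induced both beetle luciferases in TMD8 lymphoma cells; IKK-driven degradation limits the IkappaBalpha-fused green signal, while red luminescence normalises for cell number and nonspecific effects. Compounds tested up to 46 uM, 4 hrs.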
AT treatment = candidate therapy for ataxia-telangiectasia; […] A-T fibroblasts, KAP-1 phosphorylation AlphaLISA; neocarzinostatin DNA damage 30 min before lysis; Potency, µM (series often up to 57.5 µM), inactives show top-dose activation, actives largely listed as activators; 320,000 tested, 0.19% active; AID 485349; also: potency is read from the fitted curve at half-maximal effect; % of control where 0% means no effect; nearly all actives have a fitted effect of over 45% in size
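hTERT-immortalized A-T patient fibroblasts ([…]), 500 cells/well in OPTI-MEM, 1% FBS, got compounds for 60 min, then NCS for 30 min at 37C. Lysates were then assayed for phospho-KAP-1 by AlphaLISA (anti-pKAP1 donor, anti-KAP1 acceptor beads), 6 hr at 25C.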
Tb PFK block = T. brucei PFK enzyme inhibition | O15648 | 330,000 tested, 0.17% active | T. brucei PFK, ADP-Glo luminescence | Potency, µM (titrated, usually from 57.5 µM), for inactives: top-dose activity, negative = inhibition, most hits filed as inhibitors | AID 485367;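 also: potency is read from the fitted curve at half-maximal effect; 0% = uninhibited 1x PFK enzyme wells and -100% = no-enzyme wells; nearly all actives have a fitted effect of over 60% in size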
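1.25 nM PFK with 0.5 mM F6P and 0.1 mM ATP in 0.1 M TEA pH 8.0, 5 mM MgCl2, incubated 45 min at room temperature; ADP measured by ADP-Glo luminescence; compounds titrated up to 57 uM.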
TCR act = T cell receptor activation | primary human leukocytes, anti-CD3, IL-2 HTRF, 48 h | Potency, µM (titrated, usually from 9.22 µM), for the others: at the highest dose activation of IL-2 secretion, hits mostly activators | 330,000 tested, under 10 active; also: % of control where 0% means no effect
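IL-2 release read by HTRF sandwich (Eu cryptate donor, d2 acceptor, 665 nm emission) after 48 hr exposure of primary human leukocytes to compound together with anti-CD3 beads in the absence of co-stimulatory signals.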
Eya2 inh = inhibitors of human Eya2 phosphatase activity | recombinant Eya2, OMFP fluorescence dephosphorylation (OMFP is methylfluorescein phosphate) | O00167 | Potency, µM (titrated, usually from 76.9 µM), for the others: top-dose activity, negative = inhibition, most hits filed as inhibitors | 330,000 tested, 0.006% active; also: potency is read from the fitted curve at half-maximal effect; % is scaled to controls: 0 for no effect and ±100 for the full control effect
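Eya2 protein (added as 0.2 uM solution) was preincubated with compound for 10 min at ambient temperature in 50 mM HEPES pH 7.5, 50 mM NaCl, 5 uM MgCl2, 0.05% BSA, 1 mM DTT. OMFP (added at 50 uM) then reacted 10 min; fluorescence read at 485/525 nm.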
S-ASM inh = human S-ASM enzyme inhibition; AID 504937; placental ASM, HMU-PC fluorogenic substrate, 60 min; Potency, µM (series often up to 57.5 µM), for the others: top-dose activity change, negative = inhibition, usual class: inhibitors; P17405; 340,000 tested, 0.006% active; also: potency is read from the fitted curve at half-maximal effect
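Fluorogenic HMU-PC substrate (9 uM final) is turned over by placental ASM in 60 min at 37 C after a 10 min compound preincubation. Reaction ended by alkaline stop (pH 10), with fluorescence read at 386/447 nm.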
ELG1 DNA repair = blocks ELG1-dependent DNA repair in HEK293T cells; AID 504467; HEK293T ELG1-luciferase reporter, luminescence, 16 h; DNA damage induced by 5-fluorouridine; Potency, µM (titrated, usually from 46.1 µM), for the others: at the top dose activity change, negative = inhibition, hits mostly inhibitors; 330,000 tested, 2.3% active; also: potency is read from the fitted curve at half-maximal effect; % is scaled to controls: 0 for no effect and ±100 for the full control effect; nearly all actives have a fitted effect of over 55% in size
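Quantitative HTS, concentration-response format. 2,000 cells/well co-treated with 5-fluorouridine and compound, 16 hr in 5% CO2 at 37 °C; ONE-Glo luminescence read after 30 min.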
TSHR antag = human thyrotropin receptor antagonism; P16473; TSHR-expressing cells, TSH-stimulated cAMP HTRF, 2 h; stronger effect = lower value; activity change, negative = inhibition, % at 11.5 µM; 330,000 tested, 0.2% active;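 active = activity change below a set negative limit, meaning inhibition stronger than a set level, cut at about -70% in these data; inconclusive = activity change between two set negative limits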; also: % is scaled to controls: 0 for no effect and ±100 for the full control effect
Target sequence (P16473 whole entry, looked up): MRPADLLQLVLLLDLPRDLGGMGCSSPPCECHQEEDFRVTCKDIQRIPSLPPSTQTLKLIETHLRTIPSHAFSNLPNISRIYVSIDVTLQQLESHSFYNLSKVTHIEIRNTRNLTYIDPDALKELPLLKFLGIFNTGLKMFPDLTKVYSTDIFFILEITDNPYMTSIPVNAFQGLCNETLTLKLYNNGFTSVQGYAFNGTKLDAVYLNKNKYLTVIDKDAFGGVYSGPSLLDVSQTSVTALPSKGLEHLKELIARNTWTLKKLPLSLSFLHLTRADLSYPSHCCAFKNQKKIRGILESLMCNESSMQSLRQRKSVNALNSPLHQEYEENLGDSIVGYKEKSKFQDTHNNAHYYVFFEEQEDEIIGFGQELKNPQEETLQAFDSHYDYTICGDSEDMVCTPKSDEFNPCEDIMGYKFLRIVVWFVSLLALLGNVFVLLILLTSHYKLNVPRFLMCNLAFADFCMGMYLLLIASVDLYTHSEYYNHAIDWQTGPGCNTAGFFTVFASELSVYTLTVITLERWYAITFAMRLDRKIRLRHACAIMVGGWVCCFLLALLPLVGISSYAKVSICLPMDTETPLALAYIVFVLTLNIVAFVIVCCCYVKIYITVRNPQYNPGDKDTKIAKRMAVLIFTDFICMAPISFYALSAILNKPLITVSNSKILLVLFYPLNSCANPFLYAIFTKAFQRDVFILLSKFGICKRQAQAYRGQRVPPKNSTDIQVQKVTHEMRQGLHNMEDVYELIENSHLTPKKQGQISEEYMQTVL
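TSHR-expressing cells, 200/well, pre-treated with compound, then stimulated with EC80 TSH (4nM final) for 2 hours at 37 deg C. cAMP measured by competitive HTRF: anti-cAMP cryptate antibody in lysis buffer plus cAMP-d2, read after 30 minutes at room temperature.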
The depositor's hits bear a star; ? = inconclusive; · = no result given; [ ] = remark or other dose. Unless noted, calls follow the shape of the dose curve; as a rule, active = well fitted curve in the direction sought with a large enough effect; inconclusive = small, poorly fitted or top-dose-only effect, or another doubt; inactive = no such curve, though single readings can be large; an effect the other way counts as inactive or inconclusive.

nr	Molecule	Mito fusion act	Integrin act MD	PTAP TSG101 blk	Chronic BCR inh	AT treatment	Tb PFK block
1	O=C(NCCOc1ccc(Cl)cc1)C1CC(=O)N(c2ccc3c(c2)OCCO3)C1 (stereo not drawn)	1%	-21%	-9%	-2%	0%	-4%
2	COc1ccccc1Oc1nc2c(c(=O)n(Cc3ccccc3F)c(=O)n2C)n1C	-6%	9%	-6%	-1%	1%	-27%
3	COCCCN(Cc1cccs1)S(=O)(=O)c1csc(C(N)=O)c1	0%	9%	-4%	-2%	4%	-2%
4	CCN(CC)c1nc(N2CCN(C)CC2)nc2ccccc12	-2%	-13%	-1%	2%	19%	0%
5	S=C(NCCNC(=S)Nc1ccccc1Cl)Nc1ccccc1Cl	-5%	-18%	0%	-2%	6%	-4%
6	COC(=O)C(C)NC(=O)c1ccc(C(C)(C)C)cc1 (stereo not drawn)	1%	11%	1%	-4%	-3%	-2%
7	COc1ccc(C(=O)NCCNc2ncc(C(F)(F)F)cc2Cl)cc1[N+](=O)[O-]	3%	-20%	-4%	12%	11%	-4%
8	COc1ccccc1C(=O)C1CCCN(C(=O)c2cn3cc(Cl)ccc3n2)C1 (stereo not drawn)	8%	-20%	0%	?	3%	1%

nr	TCR act	Eya2 inh	S-ASM inh	ELG1 DNA repair	TSHR antag
1	-9%	6%	-1%	-3%	12
2	-1%	-21%	-7%	?	-3
3	-1%	-6%	-2%	-3%	14
4	·	0%	32%	-30%	-4
5	5%	-24%	-1%	?	-4
6	0%[46.1 µM]	0%	-3%	?	-3
7	-2%	14%	-15%	-1%	-10
8	-2%	-1%	-1%	?	-22

(next part)
nr	Molecule	Mito fusion act	Integrin act MD	PTAP TSG101 blk	Chronic BCR inh	AT treatment	Tb PFK block
9	Cc1cc(C)nc(N2CCCC(C(=O)NCc3ccc4c(c3)OCO4)C2)n1 (stereo not drawn)	6%	-76%[inhibitor]	5%	5%	12%	-8%
10	Cc1nnc(NC(=O)CN2CCN(Cc3ccc(F)cc3Cl)CC2)s1	-2%	35%	-5%	?	-1%	-2%
11	O=C(COc1ccc(Cl)cc1Cl)NN1C(=O)C2C3C=CC([C@@H]2C1=O)C31CC1 (stereo partly drawn)	-3%	-8%	0%	6%	-8%	5%
12	CCN1CCN(S(=O)(=O)c2cc(C(=O)O)ccc2Cl)CC1	-1%	0%	-3%	-5%	-11%	1%
13	Cc1ccc(C2=NN(CCC(=O)NCCCN3CCOCC3)C(=O)CC2)cc1	-7%	15%	-1%	3%	-4%	0%
14	COC(=O)c1ccccc1NS(=O)(=O)c1cn(C)c(=O)n(C)c1=O	-2%	1%	0%	1%	-2%	-3%
15	CC(=O)Nc1ccc(NC(=O)CSc2nnc(-c3cccnc3)o2)cc1	-2%	8%	2%	-1%	3%	?
16	O=C(Nc1cc(Cl)ccc1-n1cncn1)c1cc(S(=O)(=O)N2CCOCC2)ccc1F	1%	-3%	2%	-1%	3%	-2%

nr	TCR act	Eya2 inh	S-ASM inh	ELG1 DNA repair	TSHR antag
9	4%	13%	1%	?	31
10	5%	10%	4%	-11%	1
11	-4%	7%	2%	-10%	-7
12	11%	11%	2%	-1%	6
13	0%	-1%	-1%	2%	-6
14	-7%	-7%	1%	8%	11
15	-5%	11%	-2%	8%	6
16	1%	12%	0%	-11%	-14

(further entries)
nr	Molecule	Mito fusion act	Integrin act MD	PTAP TSG101 blk	Chronic BCR inh	AT treatment	Tb PFK block
17	Cc1ccccc1CNC(=O)C1CCC(=O)N(Cc2cccc(F)c2)C1 (stereo not drawn)	1%	10%	-1%	-1%	-1%	0%
18	O=[N+]([O-])c1ccccc1Nc1c2ccccc2nc2ccccc12	3%	-53%[inhibitor]	-1%	?	0%	3%
19	COc1cnc(-c2ccccc2)[nH]c1=O	-11%	3%	0%	1%	1%	-4%
20	Cc1c(NC(=O)C(C)Oc2cccc(Cl)c2)c(=O)n(-c2ccccc2)n1C (stereo not drawn)	-6%	3%	-3%	1%	4%	-10%
21	C=CCOCCn1[nH]c2ccccc2c1=O	-6%	15%	-7%	15%	14%	-7%
22	CC(=O)Nc1ccc(NC(=O)CSc2nc3c([nH]c4ccccc43)c(=O)n2-c2ccccc2F)cc1	3%	0%	-2%	?	·	-2%
23	CCOc1ccc(S(=O)(=O)NCCC(=O)NCC2COc3ccccc3O2)cc1 (stereo not drawn)	0%	-10%	-2%	2%	-2%	-7%
24	COc1ccc2oc(C(=O)NNC(=O)c3ccc(F)cc3)c(C)c2c1	4%	-7%	0%	2%	0%	-3%

nr	TCR act	Eya2 inh	S-ASM inh	ELG1 DNA repair	TSHR antag
17	7%	-2%	3%	1%	-4
18	2%	-17%	9%	-13%	-25
19	1%	15%	4%	-5%	-3
20	-2%	18%	4%	-16%	-1
21	-1%	7%	7%	9%	0
22	-7%	-13%	-25%	16µM*	-8
23	-3%	14%	1%	-2%	11
24	0%	8%	·	?	-3

Complete entries, looked up by structure. Order of screens: Mito fusion act	Integrin act MD	PTAP TSG101 blk	Chronic BCR inh	AT treatment	Tb PFK block	TCR act	Eya2 inh	S-ASM inh	ELG1 DNA repair	TSHR antag
CCOc1ccc(S(=O)(=O)NCCC(=O)NCC2COc3ccccc3O2)cc1 (stereo not drawn) reads 0%	-10%	-2%	2%	-2%	-7%	-3%	14%	1%	-2%	11
COc1cnc(-c2ccccc2)[nH]c1=O reads -11%	3%	0%	1%	1%	-4%	1%	15%	4%	-5%	-3

Carrying on:
nr	Molecule	Mito fusion act	Integrin act MD	PTAP TSG101 blk	Chronic BCR inh	AT treatment	Tb PFK block
25	Cn1c(=O)oc2cc(S(=O)(=O)NCCN3CCc4ccccc4C3)ccc21	1%	-7%	-9%	-3%	4%	1%
26	Brc1ccc(NCc2cccc3ccccc23)nc1	9%	20%	-2%	21%	14%	-1%
27	C/C(=N\NC(=O)c1c(Cl)cnn1C)c1ccc(NC(=O)c2ccncc2)cc1	7%	15%	0%	?	-6%	-1%
28	Cc1cc(C(=O)N(C)C)sc1-c1ccccc1	?	-6%	-5%	?	-4%	1%
29	Cc1ocnc1C(=O)Nc1ccc(Cl)cc1	-3%	-13%	-1%	?	7%	0%
30	O=P(COCCOCCOCCOCP(=O)(c1ccccc1)c1ccccc1)(c1ccccc1)c1ccccc1	3%	?	-10%	0%	0%	2%
31	COc1ccc(C(=O)CN2C(=O)COc3ccccc32)cc1	-3%	34%	-3%	-2%	-3%[11.5 µM]	1%
32	CC(=O)c1ccc(NC(=O)CSc2nc(=O)n(CCN3CCOCC3)c3c2CCC3)cc1	-8%	-13%	-1%	3%	3%	1%

nr	TCR act	Eya2 inh	S-ASM inh	ELG1 DNA repair	TSHR antag
25	1%[46.1 µM]	-12%	0%	0%	-4
26	1%	13%	-12%	?	-20
27	1%[46.1 µM]	-12%	-2%	-28%	4
28	-1%[46.1 µM]	3%	1%	?	3
29	1%	4%	17%	?	2
30	-11%	3%	-1%	11%	-9
31	-5%	1%	-1%	0%	6
32	6%	9%	-1%	24%	2

Part of the list above, bar-delimited:
cpd | Structure | Mito fusion act | Integrin act MD | PTAP TSG101 blk | Chronic BCR inh | AT treatment | Tb PFK block | TCR act | Eya2 inh | S-ASM inh | ELG1 DNA repair | TSHR antag
27 | C/C(=N\NC(=O)c1c(Cl)cnn1C)c1ccc(NC(=O)c2ccncc2)cc1 | 7% | 15% | 0% | ? | -6% | -1% | 1%[46.1 µM] | -12% | -2% | -28% | 4
28 | Cc1cc(C(=O)N(C)C)sc1-c1ccccc1 | ? | -6% | -5% | ? | -4% | 1% | -1%[46.1 µM] | 3% | 1% | ? | 3

Rows were taken by chance (roughly 3.2% active in at least one column).
